Bioassay records (PubChem)
SMARCA2 act: increases SMARCA2 function in MMTV reporter cells | 370,000 compounds, 1% hits | AID 652017 | activation, % at 9.1 µM | MG213 cells, MMTV-luciferase reporter, dexamethasone, overnight; in the data active = activation above about 7.8%;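 note: 0% = vehicle wells and 100% = reference activator wells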
PG9 Ab binder: small molecules binding HIV-1 gp120 antibody PG9; 360,000 compounds, 0.43% hits; TR-FRET gp120-PG9 antibody binding; inhibition, % at 6.7 µM; in the data active = inhibition above about 8.5%
Rev-erbA mod: modulates human Rev-erb alpha binding to DNA; P20393; Rev-erbα–FITC-DNA binding, fluorescence polarization, 90 min; activity, % at 10 µM; 370,000 compounds, 0.79% hits; AID 1259318;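 active = activity above about 14%, limit read from the data; passing the limit was not always enough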;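 note: 0% = DMSO wells with 35 nM protein and 100% = DMSO wells with 750 nM protein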
Target sequence (P20393 whole entry, looked up): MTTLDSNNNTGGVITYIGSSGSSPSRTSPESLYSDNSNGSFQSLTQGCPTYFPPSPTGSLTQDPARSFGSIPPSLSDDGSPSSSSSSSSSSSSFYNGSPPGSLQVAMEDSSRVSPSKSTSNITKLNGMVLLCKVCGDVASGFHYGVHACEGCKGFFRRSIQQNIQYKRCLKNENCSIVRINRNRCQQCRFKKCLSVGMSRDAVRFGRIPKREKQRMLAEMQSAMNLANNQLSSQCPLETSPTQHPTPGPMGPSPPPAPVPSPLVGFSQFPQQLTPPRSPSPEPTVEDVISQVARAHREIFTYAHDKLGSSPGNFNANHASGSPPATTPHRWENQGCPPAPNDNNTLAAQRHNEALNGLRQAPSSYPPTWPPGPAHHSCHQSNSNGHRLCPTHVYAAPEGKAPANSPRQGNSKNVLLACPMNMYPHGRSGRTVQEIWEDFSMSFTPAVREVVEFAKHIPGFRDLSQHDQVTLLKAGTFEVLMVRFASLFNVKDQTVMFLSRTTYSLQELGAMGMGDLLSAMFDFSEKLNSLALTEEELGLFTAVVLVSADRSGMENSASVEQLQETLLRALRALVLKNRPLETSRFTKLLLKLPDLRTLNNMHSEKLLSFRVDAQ
ABHD4 inh: inhibitors of mouse ABHD4; purified mABHD4, FP-Rh probe fluorescence polarization; inhibition, % at 8.92 µM; 370,000 compounds, 0.54% hits; AID 720543;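 active = inhibition exceeding the mean over every tested compound plus 3 SD, cut at about 30% in these data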;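 note: 0% = plate median of compound wells and 100% = S159A mutant with DMSO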
Target sequence (Q8VD66 whole entry, looked up): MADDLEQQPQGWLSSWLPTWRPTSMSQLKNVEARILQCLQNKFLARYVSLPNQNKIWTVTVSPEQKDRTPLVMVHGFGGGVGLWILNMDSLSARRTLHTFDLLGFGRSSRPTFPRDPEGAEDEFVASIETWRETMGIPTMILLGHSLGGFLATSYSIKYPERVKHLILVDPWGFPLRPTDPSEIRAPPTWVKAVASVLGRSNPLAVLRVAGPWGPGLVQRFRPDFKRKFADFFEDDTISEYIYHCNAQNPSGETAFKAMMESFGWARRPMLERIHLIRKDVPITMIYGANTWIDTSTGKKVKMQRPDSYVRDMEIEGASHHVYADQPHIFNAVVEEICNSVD
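assay system = mABHD4 protein | compound dosing = single nominal dose of 8.92 µM, 0.89% DMSO final | read-out basis = percent inhibition of probe binding, normalized to plate controls | schedule = Enzyme–compound pre-incubation 45 min, then probe 60 min, both 25 °C | detection = fluorescence polarization, excitation 525 nm, emission 598 nm, BODIPY TMR filters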
ASAP1 GAP inh: blocks human ASAP1-stimulated Arf1 GTP hydrolysis | Q9ULH1 | GDP FP detection | inhibition, % at 16.5 µM | 360,000 compounds, 0.19% hits | AID 624377; in the data active = inhibition above about 25%;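 note: 0% = vehicle with enzyme and substrate and 100% = no enzyme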
rCAG RNA binder: molecules binding r(CAG) RNA repeats | r(CAG) RNA repeat, TO-PRO-1 dye displacement fluorescence | inhibition, % at 3 µM | 370,000 compounds, 1.3% hits | AID 651821;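 active = inhibition above the plate cutoff, the mean of all test compounds on that plate plus 3 SD, cut at about 35% in these data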;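 note: 0% = DMSO alone and 100% = 100 µM mitoxantrone as full dye displacement; higher means more dye released from RNA so lower well fluorescence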
ARFGAP1 inh: rat ARFGAP1 inhibition; Arfgap1-stimulated ARF1 GTP hydrolysis, GDP FP detection; 360,000 compounds, 0.26% hits; inhibition, % at 16.5 µM;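 active = inhibition above a per-plate limit, mean inhibition of low control wells plus 3 SD, cut at about 25% in these data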;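 note: 0% = DMSO wells with enzyme and 100% = wells lacking Arfgap1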
Target sequence (Q62848 1-136 limits assumed): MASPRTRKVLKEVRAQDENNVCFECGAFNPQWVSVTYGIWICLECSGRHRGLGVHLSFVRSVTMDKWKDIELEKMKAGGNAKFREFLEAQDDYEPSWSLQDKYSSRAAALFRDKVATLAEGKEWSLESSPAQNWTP
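system = rat Arfgap1 catalytic domain, aa 1-136 | technique = FP, GDP Alexa 633 tracer displaced from anti-GDP antibody, 620/688 nm | compound = one concentration, 16.5 µM, DMSO 1.26% | medium = HEPES-based buffer, pH 7.5 | timing = compound-enzyme preincubation 20 min, reaction 120 min, detection 60 min, 25 °C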
NPR2 activator: GC-B (human) receptor activation | 370,000 compounds, 0.11% hits | activation, % at 10 µM | AID 1920062 | HEK293-GC-B cells, CNP EC30, cGMP TR-FRET; 0% at EC30 CNP, 100% saturating CNP | P20594;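 active = activation at 10 µM reaching about 35% in either raw or pattern-adjusted values, limit read from the data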
NPR1 activator: GC-A (human) enzyme activation; AID 1671463; HEK293 GC-A cells, cGMP TR-FRET, EC30 ANP; 0% at EC30 ANP, 100% saturating ANP; 370,000 compounds, 0.14% hits; activation, % at 10 µM; in the data active = activation above about 40%
HTRA1 inhibitor: inhibitors of human serine peptidase HTRA1; AID 504803; 340,000 compounds, 0.5% hits; Q92743; recombinant HTRA1, FP-rhodamine activity-based probe, fluorescence polarization; inhibition, % at 5.96 µM; in the data active = inhibition above about 36%;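 note: 0% = enzyme with DMSO and 100% = wells lacking enzyme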
The depositor's hits bear a star; . = not tested or not shown; & = joins results of further samples.

SMILES	SMARCA2 act	PG9 Ab binder	Rev-erbA mod	ABHD4 inh	ASAP1 GAP inh	rCAG RNA binder	ARFGAP1 inh	NPR2 activator	NPR1 activator	HTRA1 inhibitor
C[C@@H]1CN([C@@H](C)CO)C(=O)c2cc(NC(=O)C3CCCCC3)ccc2O[C@@H](C)CCCCO[C@H]1CN(C)S(=O)(=O)c1ccc(Cl)cc1	-2	1.2	3	-6	5	13	-1	-6	0	-23
CNC(=O)c1[nH]cnc1C(=O)Nc1ccc(OC)cc1	1	-1.8	-3	-2	1	5	1	3	-3	6
C=CCn1c(SCC(=O)NC(C)(C)C)nnc1-c1ccccc1O	5	0.4	-1	1	-21	-4	1	3	4	6
Nc1nc(NCc2ccco2)nc(NC2CCCCC2)c1[N+](=O)[O-]	-2	-0.7	0	-1	1	-2	-7	2	5	.
O=C(NCc1ccccc1)c1nc2ccccc2s1	4	-0.2	3	2	17	-3	-2	-2	-1	-1
COc1ccccc1-n1cnnc1SCC(=O)N1CCN(S(=O)(=O)c2ccccc2)CC1	-2	-2.2	-6	-9	-7	-1	11	9	6	7
N#Cc1ccsc1NC(=O)C1CC(=O)N(Cc2ccccc2)C1 (configuration not stated)	3	-0.8	-5	-2	8	0	9	2	2	-2
CC(C)C(NC(=O)c1c(F)cccc1F)C(=O)NNC(=O)c1ccccc1 (configuration not stated)	-4	-1.4	4	-6	-4	-1	9	4	0	-1
CCOC(=O)C1CCCN(C(=O)c2ccc3[nH]c4c(c3c2)CC(C)CC4)C1 (configuration not stated)	-4	-1.4	2	-4	3	0	-16	5	-1	-2
COc1ccc(CC(C)N2CCN(c3ccccc3)CC2)cc1OC (configuration not stated)	-2	-0.2	1	5	-1	-9	-8	8	2	2
O=c1c2ccccc2n(CC(O)CN2CCOCC2)c2ccccc12 (configuration not stated)	3	-2.1	3	1	1	3	3	-1	-4	2
Cc1nc(/N=C(\N)NC(=O)NC2CCCCC2)nc2ccccc12	-3	0.3	6	10	1	24	0	-10	10	-4
C=CCN1C=C(C(=O)OCC)C(=O)CC1	-3	-1.0	-7	1	-4	0	3	-5	3	.
CCOC(=O)c1c(-c2cccc([N+](=O)[O-])c2)csc1NC(=O)C1CC1	-1	1.2	3	-4	-7	4	6	1	3	-13
O=C(/C=C/c1cc2c(cc1Br)OCO2)NCc1ccc(Cl)cc1	0	-0.1	1	-6	11	1	-12	9	3	-2
Cc1cc(C)cc(OCC(=O)NNC(=O)c2cc3ccccc3oc2=O)c1	6	-1.0	1	3	17	0	10	-6	-7	0
O=C(CN(CCc1ccccc1)C(=O)Cn1nnc(-c2cccs2)n1)NCc1ccco1	1	2.9	2	-5	-8	6	6	-1	-25	-2
COc1cccc(NC(=O)CCS(=O)(=O)c2cccs2)c1	3	1.3	6	-1	9	-1	3	9	0	2
OC(C[n+]1ccccc1)c1ccccc1 (configuration not stated)	3	-0.1	-5	1	6	4	-5	2	2	5
O=C(Nc1cccc(Cl)c1)C1CCCN(S(=O)(=O)c2ccc(F)cc2)C1 (configuration not stated)	-3	0.6	1	-10	19	6	2	3	-2	-32
O=C(COC(=O)c1cc(=O)c2ccccc2o1)Nc1ccccc1F	-6	2.2	8	3	4	3	4	-4	-2	6
OC(CN1CCN(Cc2ccccc2)CC1)c1ccccc1 (configuration not stated)	-1	0.3	-6	-5	-4	-7	4	1	1	-4
O=C(c1cc2ccccc2o1)N1CCN(S(=O)(=O)/C=C/c2ccccc2)CC1	-2	-1.2	-1	-4	12	-3	-7	-7	-34	-19
CC1(C)Cc2c(sc3nnn(Cc4ccc(Cl)cc4)c(=O)c23)CO1	-2	-1.8	0	-3	-7	-5	15	10	10	-14
C=CCS(=O)(=O)N1CCCC(C(=O)c2cccc(Cl)c2)C1 (configuration not stated)	-3	0.0	0	1	-9	-2	3	6	-4	0
SMILES	SMARCA2 act	PG9 Ab binder	Rev-erbA mod	ABHD4 inh	ASAP1 GAP inh	rCAG RNA binder	ARFGAP1 inh	NPR2 activator	NPR1 activator	HTRA1 inhibitor
O=C(CSCc1ccc(C(=O)O)cc1)Nc1ccccc1	2	0.4	0	1	-3	-2	5	9	-1	1
Cn1c(N)c(C(=O)COC(=O)CNC(=O)c2ccccc2F)c(=O)n(C)c1=O	1	2.7	-1	3	12	0	-10	-5	3	0
CCc1nnc(NC(=O)c2nn(-c3ccccc3)nc2C)s1	-2	-0.3	0	0	6	-2	8	0	1	-5
COc1ccc(C)cc1S(=O)(=O)Nc1ccccc1	.	.	-3	.	.	.	.	-1	-6	-1
COc1ccc(COc2cc(-c3cccc(OC)c3)nc3ccc(NC(=O)c4ccc(Cl)cc4)cc23)cc1	2	0.4	-6	-14	2	8	13	12	12	-59
CCc1ccc(N(CC(=O)NC(C)C)C(=O)CCC(=O)Nc2ccccn2)cc1	-1	-2.3	6	-1	7	-8	4	4	-5	10
O=c1oc2c(-c3cccc(F)c3)cc(O)cc2s1	0	1.0	-1	14	-12	12	-1	2	8	-9
COc1ccc(NS(=O)(=O)c2ccc(NC(=O)Cc3cccs3)cc2)cc1	-3	-0.7	0	-16	24	11	13	1	-1	-27
C[C@H](O)[C@@H]1CN2CCc3c([nH]c4c(-c5ccccc5)cccc34)[C@@H]2C[C@@H]1N(C)C(=O)Nc1ccccc1	-1	-0.1	3	-1	8	10	10	-9	3	.
CC(=O)C[C@@H](O)CC(=O)[C@@H]1OC(=O)CCCCCCCc2ccccc21	1	1.0	0	-1	-3	1	2	2	1	3
CC(C)Cn1c(N)c(C(=O)COC(=O)[C@@H]2CCCN2C(=O)c2cccs2)c(=O)n(C)c1=O	-4	1.5	2	-12	5	-1	10	1	-1	-7
CCOc1ccc(CCNC(=O)CSCc2ccc(C)cc2)cc1OCC	-2	0.9	-4	-6	-8	-11	3	0	0	1
CCOC(=O)N1CCN(C(=O)Cc2ccc(Cl)cc2)CC1	0	-1.2	2	-2	6	-2	0	-1	1	-1
CC(=O)Nc1cccc(NS(=O)(=O)c2c(C)noc2C)c1	-1	-1.3	0	2	2	1	-8	-4	1	2
Cc1c(NC(C)c2ccccc2O)c(=O)n(-c2ccccc2)n1C (configuration not stated)	4	-1.6	-2	0	0	-2	5	-1	0	7
Cc1cc(N2CCN(c3ccc(F)cc3)CC2)nc(-c2ccccc2)n1	0	-2.9	0	-7	9	-2	9	-4	-1	-9
COc1ccc(C(=O)N(C)C2CCCc3ccccc32)cc1OC1CCN(C(C)C)CC1 (configuration not stated)	5	0.5	4	-1	1	-6	9	-2	-3	-5
CN(C)S(=O)(=O)c1cccc(C(=O)Nc2ccc(C(=O)Nc3cccc(S(N)(=O)=O)c3)cc2)c1	2	-0.3	-2	-15	6	7	9	3	-3	-20
O=C(CC1CCCC1)Nc1cc(C(F)(F)F)ccc1-n1cncn1	2	-3.1	-4	-1	-3	-1	6	0	-1	-3
O=C1CC(C2CCCO2)C(=O)N1c1ccc(Cl)c(Cl)c1 (configuration not stated)	4	-1.1	-3	2	9	2	-3	9	8	5
C[C@@H]1CN([C@@H](C)CO)C(=O)CCCn2nncc2CO[C@H]1CN(C)Cc1ccccc1	-1	1.5	-1	2	8	0	1	-3	2	6
COc1ccc(C2=NN(C(C)=O)CC2c2cccc([N+](=O)[O-])c2)cc1 (configuration not stated)	-1	-0.8	-3	1	4	0	-4	0	2	-2
O=C(CN1CC[C@@]2(O)CCCC[C@H]2[C@@H]1c1ccc(F)cc1)NCc1ccco1	0	-1.5	-1	3	10	-4	-5	-3	-3	7
CC(C[N+](C)(C)C)OC(N)=O (configuration not stated)	1	-0.5	2&3	2	16	2	2	1	1	1
CC1=C(C(=O)OC(C)(C)C)C(c2ccc(Br)cc2)NC(=O)N1CCCC(=O)O (configuration not stated)	1	0.9	-5	-3	0	1	8	5	1	.
SMILES	SMARCA2 act	PG9 Ab binder	Rev-erbA mod	ABHD4 inh	ASAP1 GAP inh	rCAG RNA binder	ARFGAP1 inh	NPR2 activator	NPR1 activator	HTRA1 inhibitor
O=c1/c(=C/c2ccc(CNS(=O)(=O)c3ccccc3)o2)sc2n1CCN=2	1	-3.6	-1	16	26*	21	-13	-3	-3	3
COc1ccc(-c2nnc3n2-c2ccccc2SC3)cc1OC	-7	-0.8	0	-6	-8	-2	-4	-2	-2	-4
C=CCSc1nc2ccccc2n1Cc1nnc(-c2cccs2)o1	-1	-1.0	-5	-7	-14	6	3	2	5	-7
CC(C)C(NC(=O)c1ccc(F)cc1)C(=O)N1CCN(c2ccccn2)CC1 (configuration not stated)	5	0.3	-6	-2	0	-1	1	8	-1	2
O=C1CC(NNc2ccccc2)C(=O)N1c1ccccc1 (configuration not stated)	-1	-2.5	1	9	-4	11	2	-5	4	-3
COC(=O)c1c(NC(=O)COC(=O)c2ccccc2O)sc2c1CCCCC2	0	-0.8	-2	0	-12	3	-7	4	3	2
CCOc1ccccc1NC(=O)c1cccc(NC(=O)C(C)C)c1	-1	1.4	-2	-2	1	-5	11	5	-4	-9
CN1C(=O)C(CCC(=O)O)NC1=S (configuration not stated)	-1	-0.7	-1	0	-12	-3	6	4	1	-1
COc1ccc(NS(=O)(=O)c2cc(NC(=O)/C=C/c3ccccc3OC)ccc2N2CCCCC2)cc1	-1	-2.1	2	-3	3	6	10	3	-1	-14
Cc1ccc(-n2cc(CCCCCCCCC(=O)O)nn2)cc1	0	-1.5	-1	6	3	-1	-2	-2	-1	3
CC(=O)N1C(C(=O)O)Cc2c([nH]c3ccccc23)C1C (configuration not stated)	0	-0.9	-4	5	2	0	-5	8	3	12
COc1ccc(NC(=O)c2c(Cl)n(C)c3ccccc23)cc1	3	-0.8	1	7	5	-1	-2	-3	0	-16
CCOC(=O)/C(N=Nc1sc(C(=O)OC)c(C)c1C(=O)OCC)=C(\O)CCl	-2	0.9	1	-1	0	2	1	-1	-2	-1
COc1cccc(NC(=S)C(C#N)=C2N(C)c3ccccc3N2C)c1	-4	-1.7	-7	4	2	-2	0	0	0	4
O=c1[nH]cnc2c1N=C(c1cccc([N+](=O)[O-])c1)CC(c1ccccc1)N2 (configuration not stated)	0	-0.7	-1	-5	4	5	-12	-3	-1	2
COc1ccc(C(=O)n2nc(-c3ccco3)nc2N)cc1OC	-2	0.5	1	2	12	-3	5	3	4	-3
O=C(COc1ccccc1Cl)NCCNC(=O)c1ccco1	2	-0.3	-5	3	-5	3	6	1	-2	0
O=S(=O)(/C=C/c1ccccc1)N1CCc2ccccc2C1	0	-1.5	0	-9	0	-3	-3	-2	-3	-14

Copied from the list:
ABHD4 inh with O=c1[nH]cnc2c1N=C(c1cccc([N+](=O)[O-])c1)CC(c1ccccc1)N2 (configuration not stated) : -5
SMARCA2 act with COc1ccc(-c2nnc3n2-c2ccccc2SC3)cc1OC : -7
NPR1 activator with O=c1/c(=C/c2ccc(CNS(=O)(=O)c3ccccc3)o2)sc2n1CCN=2 : -3

Structures from the list above with a tert-butyl group:
SMILES	SMARCA2 act	PG9 Ab binder	Rev-erbA mod	ABHD4 inh	ASAP1 GAP inh	rCAG RNA binder	ARFGAP1 inh	NPR2 activator	NPR1 activator	HTRA1 inhibitor
C=CCn1c(SCC(=O)NC(C)(C)C)nnc1-c1ccccc1O	5	0.4	-1	1	-21	-4	1	3	4	6
CC1=C(C(=O)OC(C)(C)C)C(c2ccc(Br)cc2)NC(=O)N1CCCC(=O)O (configuration not stated)	1	0.9	-5	-3	0	1	8	5	1	.
